Source: PubChem (several laboratories)
MLLE-PAM2 inh – inhibitors of microRNA-mediated deadenylation, human PABP1 MLLE binding. P11940. GST-MLLE / FITC-PAM2 fluorescence polarization. inhibition, % at 20 µM. 360,000 tested, 0.36% active. AID 588489; in the data active means inhibition above about 35%, passing the limit was not always enough;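 further: plate controls were DMSO wells with GST-MLLE for no effect and wells lacking GST-MLLE protein for full effect; some results filed as inactive read as strong as hits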
Rin1 Abl inh – blocks binding of human Rin1 to Abl; AID 588664; TR-FRET Rin1/Abl binding, biochemical; inhibition, % at 7.35 µM; 360,000 tested, 0.4% active; P00519+Q13671; in the data active means inhibition above about 5%, passing the limit was not always enough
Target sequence (P00519 whole entry, looked up): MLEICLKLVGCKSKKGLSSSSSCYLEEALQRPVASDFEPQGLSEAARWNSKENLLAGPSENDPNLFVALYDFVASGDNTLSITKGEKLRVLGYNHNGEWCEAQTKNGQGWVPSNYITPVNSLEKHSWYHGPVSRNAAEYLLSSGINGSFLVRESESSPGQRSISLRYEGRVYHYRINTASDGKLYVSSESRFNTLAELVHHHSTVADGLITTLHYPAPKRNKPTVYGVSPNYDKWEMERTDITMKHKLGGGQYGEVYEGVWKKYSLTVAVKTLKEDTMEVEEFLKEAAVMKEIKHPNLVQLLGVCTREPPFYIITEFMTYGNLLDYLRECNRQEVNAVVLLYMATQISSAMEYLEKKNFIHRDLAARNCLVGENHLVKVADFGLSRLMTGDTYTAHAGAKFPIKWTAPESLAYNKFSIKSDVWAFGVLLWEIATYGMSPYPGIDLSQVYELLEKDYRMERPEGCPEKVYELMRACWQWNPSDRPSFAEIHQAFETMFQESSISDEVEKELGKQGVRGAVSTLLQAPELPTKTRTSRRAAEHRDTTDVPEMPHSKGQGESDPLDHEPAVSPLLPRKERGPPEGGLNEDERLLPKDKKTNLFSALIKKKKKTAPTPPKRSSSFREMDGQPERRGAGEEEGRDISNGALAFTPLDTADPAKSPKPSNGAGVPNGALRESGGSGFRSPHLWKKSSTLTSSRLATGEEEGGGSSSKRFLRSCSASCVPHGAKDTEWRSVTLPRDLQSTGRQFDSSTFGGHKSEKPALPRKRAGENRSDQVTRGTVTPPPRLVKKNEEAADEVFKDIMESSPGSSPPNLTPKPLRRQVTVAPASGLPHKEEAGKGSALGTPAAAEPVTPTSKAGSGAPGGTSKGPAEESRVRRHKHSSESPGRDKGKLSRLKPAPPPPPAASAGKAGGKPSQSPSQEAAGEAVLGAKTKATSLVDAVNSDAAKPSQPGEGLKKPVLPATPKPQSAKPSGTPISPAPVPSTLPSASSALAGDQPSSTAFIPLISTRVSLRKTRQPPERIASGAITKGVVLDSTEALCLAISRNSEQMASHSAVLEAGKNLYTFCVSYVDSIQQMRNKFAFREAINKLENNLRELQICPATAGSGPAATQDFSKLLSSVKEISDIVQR
Target sequence (Q13671 whole entry, looked up): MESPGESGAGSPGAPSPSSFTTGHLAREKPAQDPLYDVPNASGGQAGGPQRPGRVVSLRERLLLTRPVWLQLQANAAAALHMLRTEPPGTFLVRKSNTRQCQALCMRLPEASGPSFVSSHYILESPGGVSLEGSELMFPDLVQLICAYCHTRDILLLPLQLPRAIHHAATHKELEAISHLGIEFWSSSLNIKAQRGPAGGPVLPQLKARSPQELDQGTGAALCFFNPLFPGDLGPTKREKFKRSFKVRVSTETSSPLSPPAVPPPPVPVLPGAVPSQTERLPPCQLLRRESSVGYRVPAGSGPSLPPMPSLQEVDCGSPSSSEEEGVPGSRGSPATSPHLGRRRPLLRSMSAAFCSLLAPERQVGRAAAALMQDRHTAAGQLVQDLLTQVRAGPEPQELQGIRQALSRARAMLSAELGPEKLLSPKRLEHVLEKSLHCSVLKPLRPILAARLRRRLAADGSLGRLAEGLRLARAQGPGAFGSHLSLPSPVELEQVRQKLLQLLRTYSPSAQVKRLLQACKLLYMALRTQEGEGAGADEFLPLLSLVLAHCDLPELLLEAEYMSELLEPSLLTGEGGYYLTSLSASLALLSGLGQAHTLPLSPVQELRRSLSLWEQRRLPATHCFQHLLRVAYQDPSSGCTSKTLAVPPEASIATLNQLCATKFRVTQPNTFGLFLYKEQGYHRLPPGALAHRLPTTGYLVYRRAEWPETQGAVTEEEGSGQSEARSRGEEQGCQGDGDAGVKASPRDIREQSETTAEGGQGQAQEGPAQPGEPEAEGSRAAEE
SKN-1 block – blocks SKN-1 activity in C. elegans; 360,000 tested, 0.49% active; C. elegans VP596 Pgst-4::GFP/RFP ratio, acrylamide-induced, 24 h; AID 624304; inhibition, % at 21.8 µM;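 active means interference check ratio from 0.5 to 1.5 plus GFP to RFP signal ratio inhibition reaching or exceeding a fixed threshold, cut at about 30% in these data, passing the limit was not always enough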; further: some compounds called inactive have numbers as strong as hits
bovine MsrA act – activates bovine MsrA enzyme | AID 602163 | activation, % at 10.6 µM | purified bovine MsrA, absorbance read-out | 360,000 tested, 0.3% active; in the data active means activation above about 7.5%;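 further: 0% = vehicle and 100% = reference activator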
E coli Lon inh – inhibits E. coli Lon protease; P0A9M0; 360,000 tested, 0.42% active; inhibition, % at 7.94 µM; AID 602123; purified E. coli Lon protease, fluorescence polarization; in the data active means inhibition above about 13%, passing the limit was not always enough;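 further: 0% = enzyme with probe and DMSO and 100% = no enzyme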
CendR NRP1 mod – alters CendR peptide binding to human NRP-1. 360,000 tested, 0.85% active. FAM-RPARPAR peptide binding to NRP-1, fluorescence polarization. inhibition, % at 25 µM;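 active means inhibition or corrected inhibition above about 18%, plus a signal ratio from 0.5 to 1.5, limit read from the data, passing the limit was not always enough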; further: strong numbers were not always called active
FAS TE block – inhibitors of human fatty acid synthase thioesterase domain; P49327; inhibition, % at 15 µM; AID 602261; 360,000 tested, 0.67% active; recombinant FAS-TE, OMFH fluorogenic substrate, fluorescence endpoint;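 active means compounds whose normalised, plate-corrected inhibition of enzyme fluorescence in the single-dose primary screen is 50% or more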;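 further: 0% = DMSO with enzyme and 100% = substrate without enzyme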
MT1-MMP act inh – inhibitors of human MT1-MMP activation; HT1080 RFP-PRO-GFP cells, GFP/RFP ratio fluorescence, overnight; percent of plate control window, DMSO zero; AID 651647; 360,000 tested, 0.061% active; GFP/RFP ratio change, % at 20 µM; P50281;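 active means GFP/RFP ratio change of at least 30% with cell ATP level not reduced by more than half and red fluorescence within 50% of control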; further: strong numbers were not always called active
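Read-out: GFP/RFP fluorescence ratio; Test system: RFP-PRO-GFP reporter HT1080 cells; Compound dosing: single-point 20 µM compound, 1% DMSO; Times: overnight compound exposure at 37 °C.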
Neddylation inh – blocks human cullin neddylation; P61081+Q13564; TR-FRET cullin neddylation, biochemical; calls only at 25 µM; 360,000 tested, 0.58% active; AID 651699; in the data active means inhibition above about 36%
The depositor's hits bear a star; i = inactive; . = no result given; + = active, no number.

SMILES	MLLE-PAM2 inh	Rin1 Abl inh	SKN-1 block	bovine MsrA act	E coli Lon inh	CendR NRP1 mod	FAS TE block	MT1-MMP act inh	Neddylation inh
OC1CC2CCC(C1)N2CCCN1c2ccccc2Sc2ccc(Cl)cc21 (stereo not drawn)	1	0	11	0	-9	15	0	-2	i
CCOc1ccccc1NC(=O)C1CCC(CNc2c(N3CCCCC3)c(=O)c2=O)CC1 (stereo not drawn)	2	0	-11	-4	4	1	-3	5	i
CCOc1ccc(-n2cc(C(=O)N3CCCCCC3)c3cc(OC)c(OC)cc3c2=O)cc1	7	2	2	-1	1	-2	4	-4	i
COc1ccc(S(=O)(=O)NCC2CCCO2)c(Cl)c1Cl (stereo not drawn)	5	4	9	-5	1	4	-3	0	i
CC(NC(=O)c1cc(COc2ccc3ncccc3c2)on1)c1ccc(F)cc1 (stereo not drawn)	10	0	-16	-9	5	3	6	12	i
S=C(NCC1CCCO1)Nc1cccc(Cl)c1 (stereo not drawn)	18	3	8	-4	1	-3	-2	-1	i
Cc1ccc(N(CC(=O)NC2CCCC2)C(=O)CNC(=O)c2cccs2)cc1C	9	1	2	-10	19*	6	6	2	i
CC(CC(=O)C1C(C)C=CCC1(C)C)NNC(N)=O (stereo not drawn)	-8	5	12	0	2	12	1	-4	i
COc1cccc(NC(=O)C(Sc2nnnn2C)c2ccccc2)c1 (stereo not drawn)	-8	0	17	-2	-7	12	8	1	i
Cc1c(OCc2ccc(C(=O)O)o2)ccc2c3c(c(=O)oc12)CCC3	11	-2	9	-3	-8	-24	-4	-5	+
CC(NC(=O)c1ccccc1Cl)C(=O)O (stereo not drawn)	-5	-2	6	-11	-5	-6	-8	-9	i
Nc1ccccc1C(=O)NC12CC3CC(CC(C3)C1)C2	-2	-1	10	-4	-7	6	-3	1	.
NC(=O)c1cc(Cc2ccccc2)sc1NC(=O)c1ccco1	25	-3	3	-4	-2	-7	11	-5	.
COc1ccc(NC(=O)C(c2ccccc2)N(C)C(=O)c2cnccn2)cc1 (stereo not drawn)	8	-4	-17	-10	-2	5	-6	4	i
Cc1ccc(S(=O)(=O)N2CCC(C(=O)OC(C)C(=O)NC3CCCCC3C)CC2)cc1 (stereo not drawn)	3	2	-3	-2	-6	-4	0	-1	i
COc1cc(C(=O)NCCc2nc3ccccc3n2C)cc(OC)c1OC	-2	1	-19	-8	-4	1	-6	6	i
Cc1cc(NC(=S)N(CCN2CCOCC2)Cc2ccccc2F)ccc1Cl	-53	-3	2	-3	-12	-2	28	-1	i
O=C(Nc1ccccc1C(F)(F)F)c1ccc2nccnc2c1	-17	-3	0	-1	-15	-7	-4	-11	i
COc1ccc(/C=N/NS(=O)(=O)c2ccc(C)cc2)cc1OC(=O)c1ccccc1	-6	0	20	-3	0	-4	23	0	i
CCN1CCC(NCCc2ccc(F)cc2)CC1	0	-1	14	-1	-1	-8	-4	4	i

Brought forward from above: 2 entries, followed by the next part.
SMILES	MLLE-PAM2 inh	Rin1 Abl inh	SKN-1 block	bovine MsrA act	E coli Lon inh	CendR NRP1 mod	FAS TE block	MT1-MMP act inh	Neddylation inh
COc1ccc(/C=N/NS(=O)(=O)c2ccc(C)cc2)cc1OC(=O)c1ccccc1	-6	0	20	-3	0	-4	23	0	i
CCN1CCC(NCCc2ccc(F)cc2)CC1	0	-1	14	-1	-1	-8	-4	4	i
Cc1ccc(C)n1-n1c(C)nc2sc(-c3ccccc3)cc2c1=O	1	-1	18	-3	-5	-12	21	-7	i
CCOc1ccc(OCCC(=O)OCC(=O)NC2CCCC2)cc1	-19	-1	0	1	-13	0	-5	-1	i
CSC1=NCCN1C(=O)c1c(F)cccc1Cl	6	3	-13	-3	1	-8	-3	4	i
COCCCNCCOc1cc(C(C)C)ccc1C	10	3	1	-4	-4	-5	-8	5	i
COC(=O)Cc1c(C)c2ccc(OC(=O)c3ccco3)cc2oc1=O	-4	-3	-23	-3	-6	2	2	0	i
CC(C)CNC(=O)c1cccc2c1-c1ccccc1C2=O	3	4	2	2	2	-7	0	-1	i
OCCC1CN(Cc2cc3c(cc2Cl)OCO3)CCN1C1CCCCC1 (stereo not drawn)	-8	-1	4	-3	1	-13	-8	1	i
CCCOc1ccc(/C=N/NC(=O)CN2CCCCC2)cc1	12	-1	-9	-1	0	11	-2	2	i
COc1cc2c(cc1OC)C(c1cccs1)N(C(=S)NC(C)C)CC2 (stereo not drawn)	-137	0	9	-1	1	4	7	-2	i
O=C(NCc1cccc(C(F)(F)F)c1)c1ccc2c(c1)OCCO2	-5	-1	-1	0	-1	10	8	1	i
CCN(Cc1ccccc1)C(=O)c1ccc(NC(=O)c2ccc(OC)cc2)cc1	-5	-2	7	-3	4	24	8	3	i
O=C(c1ccc(S(=O)(=O)Nc2cccc(C(F)(F)F)c2)cc1)N1CCOCC1	-7	0	-2	-3	-10	12	-2	0	i
CCN1C(=NCCc2c[nH]c3ccccc23)N[C@@H](c2ccccc2)[C@H](C(=O)OC)[C@H]1C	-90	-1	7	-9	3	-6	-6	-5	i
N#Cc1c(NC(=O)CCCl)sc2c1CCCCC2	23	0	17	-1	-6	-10	1	0	i
Cc1ccc(CCNC(=O)C2CCC(=O)N(Cc3cccc(F)c3)C2)cc1 (stereo not drawn)	6	0	11	1	1	15	2	1	i
O=C1c2cccc3c([N+](=O)[O-])ccc(c23)C(=O)N1Cc1cccnc1	82	-4	-21	-6	51*	69*	-106	-134	i
COc1ccc(-c2noc(CCC(=O)NC3CCCC3)n2)cc1	7	0	4	-3	-2	-16	0	3	i
Cc1ccc(C(=O)N2CCCC(CCC(=O)N3CCN(c4ccccn4)CC3)C2)cn1 (stereo not drawn)	8	1	15	-4	7	-5	-4	2	i
CCOc1ccc(NC(=O)CCCn2nc(C)c3c(C)n(-c4ccccc4)nc3c2=O)cc1	-6	-2	15	-3	-7	0	0	-1	i
O=C(CSc1ccc([N+](=O)[O-])cn1)Nc1ccc(N2CCOCC2)c(Cl)c1	1	1	-10	-9	8	0	18	2	i
Cc1ccc(OCCCC(=O)NC(C)c2ccccc2)c(C)c1 (stereo not drawn)	2	-3	-6	-1	3	-9	3	-2	i
O=C(COC(=O)Cn1nnc(-c2ccccc2)n1)Nc1ccccc1Br	6	1	-3	-2	9	8	0	1	i
COC(=O)C1=C(C)N=C2SCCC(=O)N2C1/C=C/c1ccccc1 (stereo not drawn)	-138	0	12	-1	-13	2	3	-3	i
N#C/C(=C\c1ccccc1)C(=O)NCc1ccc(F)cc1	-6	1	4	-2	-1	8	13	3	i
CCCCN(CCCC)CCNC(=O)c1ccc2nc(-c3ccccc3NC(C)=O)c(=O)[nH]c2c1	-15	3	4	-3	2	12	-8	3	i
O=C(/C=C/c1cccc([N+](=O)[O-])c1)NC1CC2CCC1C2 (stereo not drawn)	9	0	8	-8	4	-6	32	1	i
COc1ccc2c(c1)CCc1c(C(=O)NCCCn3ccnc3)noc1-2	-3	-1	19	-2	-6	7	-6	5	i
COC(=O)N/N=C/c1cn(Cc2ccccc2Cl)c2ccccc12	10	0	1	-4	-2	-2	8	-3	i
CC1CC(=O)Nc2ccccc2N1C(=O)COc1ccc2ccccc2c1 (stereo not drawn)	-17	4	1	-12	-9	0	0	3	i
COCCn1c(SCC(=O)Nc2cccnc2Cl)nc2cc(Cl)ccc2c1=O	-3	5	-5	-10	0	4	6	-7	i
CCOC(=O)c1oc2ccc(S(=O)(=O)n3nc(-c4ccc(OC)cc4)cc3N)cc2c1C	5	3	4	-1	5	-41	40	-6	i
CC(=O)CC(=O)Nc1ccc(C(N)=O)cc1	3	-1	-3	-3	-8	5	-4	2	i
CC(C)[C@H](Nc1ncnc2c1oc1ccccc12)C(=O)O	3	-4	6	-3	-15	-6	-7	7	i
CCN(CC(=O)N1CCCC1)S(=O)(=O)c1ccccc1	2	1	-3	-2	3	-2	-5	8	i
CCCCNC(=S)NNC(=O)c1nn(C)cc1Cl	-34	-5	-1	5	7	2	-3	-1	i
O=C(c1ccco1)[C@@H]1[C@@H]2C(=O)N(c3ccc(F)cc3)C(=O)[C@@H]2[C@H]2C=Cc3ccccc3N21	-29	5	6	-2	-28	-62	-3	-11	i
CN(Cc1ccccc1)C(=O)COc1ccccc1Cl	-5	-1	14	-2	-6	16	-2	1	i
Cn1c(O)c(N=NC(=O)c2cccc(S(=O)(=O)N3CCCCC3)c2)c2ccccc21	8	-10	0	-3	5	-4	16	4	i
CCC(C(=O)OCC(=O)Nc1ccccc1-c1ccccc1)c1ccccc1 (stereo not drawn)	-2	1	6	1	-8	1	23	-3	i
CCOC(=O)c1cn(-c2nc(-c3ccc(Cl)c(Cl)c3)cs2)c2c(F)c(N3CCOCC3)c(F)cc2c1=O	8	0	5	1	0	11	-6	2	i
CC(C)(C)N1C(=O)c2ccccc2NC(=O)N1Cc1ccccc1	9	-1	3	-3	1	-7	-3	2	i
CS(=O)(=O)N(CC(=O)NCC1CCCO1)c1cc(Cl)ccc1Cl (stereo not drawn)	3	-1	-2	-4	0	-5	-5	2	i

Among those listed so far, 11 have fluorine:
SMILES	MLLE-PAM2 inh	Rin1 Abl inh	SKN-1 block	bovine MsrA act	E coli Lon inh	CendR NRP1 mod	FAS TE block	MT1-MMP act inh	Neddylation inh
CC(NC(=O)c1cc(COc2ccc3ncccc3c2)on1)c1ccc(F)cc1 (stereo not drawn)	10	0	-16	-9	5	3	6	12	i
Cc1cc(NC(=S)N(CCN2CCOCC2)Cc2ccccc2F)ccc1Cl	-53	-3	2	-3	-12	-2	28	-1	i
O=C(Nc1ccccc1C(F)(F)F)c1ccc2nccnc2c1	-17	-3	0	-1	-15	-7	-4	-11	i
CCN1CCC(NCCc2ccc(F)cc2)CC1	0	-1	14	-1	-1	-8	-4	4	i
CSC1=NCCN1C(=O)c1c(F)cccc1Cl	6	3	-13	-3	1	-8	-3	4	i
O=C(NCc1cccc(C(F)(F)F)c1)c1ccc2c(c1)OCCO2	-5	-1	-1	0	-1	10	8	1	i
O=C(c1ccc(S(=O)(=O)Nc2cccc(C(F)(F)F)c2)cc1)N1CCOCC1	-7	0	-2	-3	-10	12	-2	0	i
Cc1ccc(CCNC(=O)C2CCC(=O)N(Cc3cccc(F)c3)C2)cc1 (stereo not drawn)	6	0	11	1	1	15	2	1	i
N#C/C(=C\c1ccccc1)C(=O)NCc1ccc(F)cc1	-6	1	4	-2	-1	8	13	3	i
O=C(c1ccco1)[C@@H]1[C@@H]2C(=O)N(c3ccc(F)cc3)C(=O)[C@@H]2[C@H]2C=Cc3ccccc3N21	-29	5	6	-2	-28	-62	-3	-11	i
CCOC(=O)c1cn(-c2nc(-c3ccc(Cl)c(Cl)c3)cs2)c2c(F)c(N3CCOCC3)c(F)cc2c1=O	8	0	5	1	0	11	-6	2	i

This is a random part of the collection; 4% or so of the library scored in one or more.
